# Screening data deposited in PubChem BioAssay by National Center for Advancing Translational Sciences (NCATS).
# S-ASM inh: blocks human secretory acid sphingomyelinase; AID 504937; Potency, µM (highest dose often 57.5 µM), without a hit: top-dose activity change, negative = inhibition, usual class: inhibitors; placental ASM, HMU-PC fluorogenic substrate, 60 min; P17405; 340,000 compounds, 0.006% hits; also: potency is read from the fitted curve at half-maximal effect
# Target sequence (P17405 47-631 limits assumed): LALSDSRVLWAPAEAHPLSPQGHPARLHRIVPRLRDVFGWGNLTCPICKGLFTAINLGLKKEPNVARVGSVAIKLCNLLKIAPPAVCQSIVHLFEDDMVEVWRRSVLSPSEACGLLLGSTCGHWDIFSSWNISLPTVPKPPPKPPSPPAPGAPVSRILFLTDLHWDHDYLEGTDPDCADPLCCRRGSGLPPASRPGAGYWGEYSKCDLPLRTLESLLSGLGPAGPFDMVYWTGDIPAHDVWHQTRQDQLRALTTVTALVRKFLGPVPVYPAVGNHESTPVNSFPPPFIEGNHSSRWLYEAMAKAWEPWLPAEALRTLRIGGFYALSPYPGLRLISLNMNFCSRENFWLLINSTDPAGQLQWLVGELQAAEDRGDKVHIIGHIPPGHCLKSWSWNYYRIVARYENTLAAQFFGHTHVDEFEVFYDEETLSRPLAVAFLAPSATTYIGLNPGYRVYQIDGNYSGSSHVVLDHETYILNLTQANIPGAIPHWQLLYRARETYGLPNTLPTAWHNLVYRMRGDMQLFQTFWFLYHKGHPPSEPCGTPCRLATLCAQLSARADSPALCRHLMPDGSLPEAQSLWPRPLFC
#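 Fluorescence read-out (Ex 386 nm, Em 447 nm) after stopping the reaction at pH 10. Enzyme: ASM from human placenta; substrate HMU-PC0, 9 uM final; 60 min, 37 °C. Compound preincubation 10 min, ambient temperature.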
# TRPV1 ag: human TRPV1 agonism. Q8NER1. activation, % at 8.33 µM. TRPV1-expressing cells, Fluo-8 calcium influx, agonist mode. 320,000 compounds, 0.19% hits; in the data active = activation above about 80%; inconclusive = between about 30% and that limit; also: 0% is about no effect
#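 Cells expressing TRPV1 were dye-loaded with Fluo-8 and read kinetically: 10 s baseline, 3 min after compound (agonist portion), then 2 min after EC20 capsaicin (allosteric enhancer portion). Calcium-bound dye fluorescence at 480/520 nm.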
# p53 reactivator: re-activators of mutant p53. H1299 p53-A138V BP100-luciferase reporter, luminescence, 24 h. Potency, µM (doses to about 92.2 µM), for inactives: at the top dose activity change, positive = activation, actives largely listed as activators. 320,000 compounds, 0.063% hits. AID 504706; also: potency is read from the fitted curve at half-maximal effect; % of control where 0% means no effect; nearly all actives have a fitted effect of over 45% in size
#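 p53-null H1299 cells stably carrying temperature-sensitive p53-A138V and a BP100-luciferase reporter were pinned with compounds (4-point, 1:5 series) and held 24 hrs at 37 deg C. Luminescence was read 10 min after detection reagent.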
# uPA generation: cell surface uPA generation inhibition; 330,000 compounds, 0.31% hits; Potency, µM (highest dose often 38.3 µM), for inactives: top-dose activity change, negative = inhibition, most hits filed as inhibitors; cell surface uPA generation assay, qHTS; AID 540303; active = well fitted inhibition curve with a large enough effect; inconclusive = small, poorly fitted or top-dose-only effect; inactive = no such curve, though single readings can be large or run the other way; tested in mouse RAW 264.7 cells; also: potency is read from the fitted curve at half-maximal effect; % is scaled to controls: 0 for no effect and ±100 for the full control effect; nearly all actives have a fitted effect of over 55% in size
# a7 integrin act: integrin-mediated muscular dystrophy alleviation activation; alpha7betagal myoblasts, beta-gal FDG fluorescence, 48 h; Potency, µM (titrated, usually from 38.3 µM), without a hit: top-dose activation, usual class: activators; 350,000 compounds, 0.064% hits; AID 624291;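 also: potency is read from the fitted curve at half-maximal effect; 100% = response of the positive control SU9516; nearly all actives have a fitted effect of over 60% in size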
#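 alpha7betagal+/- myoblasts (passage 13, 250/well) treated 48 h at 37C with compounds at 1:260 dilution of DMSO stock. Lysed, then beta-galactosidase activity read as FDG fluorescence (ex 480/em 540) after 30 min, with pre-read for autofluorescence.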
# USP2a inh: blocks human ubiquitin-specific protease USP2a | USP2 core, Ub-CHOP2 coupled fluorogenic reporter, 485/531 | Potency, µM (doses to about 38.3 µM), inactives show top-dose activity change, negative = inhibition, usual class: inhibitors | 330,000 compounds, 0.01% hits | AID 463254;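 also: potency is read from the fitted curve at half-maximal effect; plate controls were DMSO wells for no effect and full inhibition by NEM control for full effect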
#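 Cell-free coupled assay: 10nM USP2 core preincubated 30min RT with compound in Tris-HCl pH 8.0/CaCl2/CHAPS buffer, then 25nM Ub-CHOP2 and 25nM reporter substrate; fluorescence (Ex 485/Em 531) read after 60min RT, normalized to NEM inhibition, concentration-response curves fitted.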
# ELG1 genotox: induces genotoxicity in HEK293T cells with luciferase-tagged ELG1; HEK293T ELG1-luciferase reporter, luminescence, 16 h; AID 504466; Potency, µM (series often up to 46 µM), for the others: at the top dose activity change, positive = activation, usual class: activators; 330,000 compounds, 1.3% hits; also: potency is read from the fitted curve at half-maximal effect; % of control where 0% means no effect; nearly all actives have a fitted effect of over 60% in size
#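 DMSO vehicle served as control against compound-treated ELG1-luciferase HEK293T cells; exposure lasted 16 hr at 37 °C and 5% CO2, followed by ONE-Glo luminescence detection after 30 min.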
# BRCA1 expr up: increases BRCA1 expression. MCF7-BRCA1-FFLuc reporter, luminescence, 48 h; response scale: scaled: vehicle 0%, 10 µM genistein 100%. 380,000 compounds, 1.1% hits. Potency, µM (series often up to 46.1 µM), for the others: at the top dose activation, actives largely listed as activators; also: potency is read from the fitted curve at half-maximal effect; nearly all actives have a fitted effect of over 80% in size; some results filed as inactive show a strong effect at the top dose
#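 Luminescence from a BRCA1-driven firefly luciferase in MCF7 cells was the read-out, taken 15 min after substrate addition following 48 h compound exposure at 37 °C. Data were normalized to a 10 microM genistein control and DMSO vehicle.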
# Eya2 phos inh: blocks the phosphatase activity of human Eya2; O00167; recombinant Eya2, OMFP fluorescence dephosphorylation (OMFP is methylfluorescein phosphate); Potency, µM (highest dose often 76.9 µM), for the others: top-dose activity, negative = inhibition, most hits filed as inhibitors; 330,000 compounds, 0.006% hits; AID 488837; also: potency is read from the fitted curve at half-maximal effect; % is scaled to controls: 0 for no effect and ±100 for the full control effect
# Target sequence (O00167 whole entry, looked up): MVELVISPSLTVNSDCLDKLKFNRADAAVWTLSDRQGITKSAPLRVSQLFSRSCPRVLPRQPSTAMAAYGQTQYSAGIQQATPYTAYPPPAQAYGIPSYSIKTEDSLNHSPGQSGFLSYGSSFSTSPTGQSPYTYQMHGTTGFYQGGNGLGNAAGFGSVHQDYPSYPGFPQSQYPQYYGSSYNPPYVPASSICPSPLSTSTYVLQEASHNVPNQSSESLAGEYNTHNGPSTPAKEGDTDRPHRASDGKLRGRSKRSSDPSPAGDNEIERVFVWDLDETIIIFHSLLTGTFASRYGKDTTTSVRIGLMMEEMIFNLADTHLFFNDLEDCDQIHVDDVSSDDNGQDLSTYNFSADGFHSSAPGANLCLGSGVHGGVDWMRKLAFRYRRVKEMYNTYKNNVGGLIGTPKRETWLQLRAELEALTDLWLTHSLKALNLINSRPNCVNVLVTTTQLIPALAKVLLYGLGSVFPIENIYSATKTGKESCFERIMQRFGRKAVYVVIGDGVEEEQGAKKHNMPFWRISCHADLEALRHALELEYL
#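 Eya2 (0.2 uM) preincubated 10 min at ambient with compound, then OMFP substrate added at 50 uM; 10 min reaction in 50 mM HEPES pH 7.5, 50 mM NaCl, 5 uM MgCl2, 0.05% BSA, 1 mM DTT. Fluorescence read at Ex 485/Em 525 nm.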
# B2AR arrestin: beta2AR (human) beta-arrestin recruitment activity | beta-arrestin recruitment to beta2AR, cell-based reporter | P07550 | 330,000 compounds, 0.02% hits | AID 492947 | Potency, µM (series often up to 46.1 µM), for the others: at the highest dose activation, most hits filed as activators;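 also: potency is read from the fitted curve at half-maximal effect; 0% = DMSO controls and full agonism = EC100 isoproterenol or metaproterenol; nearly all actives have a fitted effect of over 65% in size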
# TSG101-PTAP inh: blocks PTAP/TSG101 interaction to inhibit HIV-1 budding. Q99816. Fluorescence polarization, FITC-PTAP peptide / Tsg101 binding. Potency, µM (series often up to 115 µM), inactives show at the highest dose activity change, negative = inhibition, most hits filed as inhibitors. 340,000 tested, under 10 active. AID 493005; active = well fitted inhibition curve with a large enough effect in the main read-out, with a control signal flat, not every such curve was filed as active; inconclusive = small, poorly fitted or top-dose-only effect, or effect the other way, or a change in a side signal; inactive = no such curve, though single readings can be large or run the other way; also: potency is read from the fitted curve at half-maximal effect; % of control where 0% means no effect
#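 FP read-out: FITC-PTAP peptide, 50 nM final, binding Tsg101 binding domain, 10 uM final; 20 min, r.t.; 10 mM HEPES pH 7.5, 0.15 M NaCl, 0.01% Tween 20, 3 mM EDTA, 0.1 mM TCEP.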
# * = called active by the depositor; ? = inconclusive; / = no result given; [ ] = dose if it differs, or a comment. Unless noted, calls follow the shape of the dose curve; as a rule, active = well fitted curve in the direction sought with a large enough effect; inconclusive = small, poorly fitted or top-dose-only effect, or another doubt; inactive = no such curve, though single readings can be large; an effect the other way counts as inactive or inconclusive. Rows were taken by chance. Share with any hit: about 2.6%.
SMILES,S-ASM inh,TRPV1 ag,p53 reactivator,uPA generation,a7 integrin act,USP2a inh,ELG1 genotox,BRCA1 expr up,Eya2 phos inh,B2AR arrestin,TSG101-PTAP inh
CN(C)c1ccc(CNC(=O)C2CCN(S(=O)(=O)c3ccc4c(c3)CCCC(=O)N4)CC2)cc1,4.5%,-1.7,-1.7%,3.7%,5.7%,0.1%,-1.6%,-12.8%,3.2%,0.4%,1.0%
O=C(O)c1ccc(Nc2nc(-c3ccccc3)c3ccccc3n2)cc1,1.6%,4.3,-2.7%,-6.4%,12.5%,4.7%,2.9%,-15.4%,-2.4%,0.1%,-2.4%
O=C(CSc1ccc2nnc(CCNC(=O)c3ccccc3)n2n1)NCCc1ccccc1,2.3%,-2.3,20.5%,2.8%,29.7%,2.2%,1.0%,0.7%,-8.5%,-0.1%,-5.2%
CC(=O)Nc1cc(C(F)(F)F)ccc1OCCOc1ccccc1,-13.3%,/,/,-4.1%,17.1%,/,/,2.4%,/,/,-0.1%
CCCCC1(CC(=O)OCC)C(=O)N(c2ccccc2)N(c2ccccc2)C1=O,1.1%,?,-3.8%,9.2%,-3.6%,-0.1%,-4.8%,-38.5%,-15.4%,-0.6%,1.8%
O=C(CN1C(=O)C2CC=CCC2C1=O)NC1=NCCS1 (configuration not stated),-0.4%,1.5,12.2%,3.3%,-9.9%,2.6%,2.4%,-1.9%,8.3%,0.3%,-2.1%
CCN(C(=O)Cc1c(C(=O)O)n(C)c2ccccc12)c1cccc(C)c1,3.0%,0.5,-0.2%,14.3%,-6.4%,1.6%,-1.0%,-21.4%,?,-0.2%,-0.5%
O=C(CCCN1C(=O)/C(=C/c2ccccc2)SC1=S)Nc1ccc(C(=O)O)c(O)c1,17.2%,0.5,12.5%,-0.3%,19.4%,-0.7%,1.6%,-36.1%,-5.6%,-0.8%,-1.7%
O=C(O)c1c2c(nc3ccc(S(=O)(=O)N4CCC(C(=O)NC5CCCC5)CC4)cc13)CCCCC2,7.3%,-2.2,2.9%,10.7%,15.1%,1.4%,-1.3%,2.2%,-9.1%,-1.0%,-4.6%
COc1ccccc1OC(C)C(=O)O (configuration not stated),4.6%,-3.3,-4.5%,/,5.6%,0.0%,-0.2%,-10.3%,10.8%,0.4%,-4.8%
NS(=O)(=O)c1ccc(N/N=C/C=C/c2ccccc2[N+](=O)[O-])cc1,-18.0%,0.0,?,5.0%,35.0%,1.0%,?,-8.8%,-14.6%,-0.6%,-3.7%
O=C(O)CCC(=O)OCCc1cc2ccccc2c(=O)o1,-2.5%,/,3.4%,16.9%,35.8%,1.1%,0.9%,-13.3%,-11.7%,0.3%,-11.2%
Cc1cc(C)c2c(CN3CCC(C)CC3)cc(=O)oc2c1C,-6.0%,?,7.9%,10.4%,-28.9%,-0.3%,-5.0%,-9.4%,-6.4%,-0.2%,-2.5%
O=c1c2ccccc2[nH]c(=S)n1Cc1cccs1,-1.1%,28.3,1.5%,-1.8%,16.0%,-0.8%,2.5%,14.7%,2.6%,-4.6%,0.8%
Cc1cc(C)c(C(N)=O)c(SCC(=O)c2cc(C)n(-c3cc(C)on3)c2C)n1,0.2%,/,-2.1%,-19.7%,-9.6%,-1.5%,-4.6%,-11.8%,2.8%,3.6%,-5.9%
CC(CCc1ccccc1)NC(=O)C(C)OC(=O)c1ccco1 (configuration not stated),1.5%,1.7,8.7%,1.5%,3.0%,0.4%,-0.2%,0.3%,-0.1%,-1.0%,-1.1%
CNS(=O)(=O)c1ccc2ccccc2c1,0.1%,-5.8,11.5%,-5.1%,-13.5%,0.9%,-0.8%,0.0%,-2.1%,-0.2%,1.8%
COc1ccc(C(CNC(=O)c2oc3c(Cl)cccc3c2C)N2CCCC2)cc1 (configuration not stated),-0.3%,23.0,-6.0%,2.7%,-3.3%,0.0%,7.8%,-74.7%,-0.5%,0.2%,-0.5%
CN(C)c1ccc(N2C(=NC(=O)CC3CCCCC3)SC3CS(=O)(=O)CC32)cc1 (configuration not stated),-2.6%,3.9,1.8%,1.8%,28.0%,3.4%,0.3%,0.6%,10.7%,0.2%,-6.1%
CCN(C(=O)Cn1c([N+](=O)[O-])cnc1C)c1ccccc1,3.6%,1.8,13.1%,-3.0%,5.4%,-1.2%,-1.4%,1.3%,-15.1%,-0.9%,0.8%
Cc1ccc(S(=O)(=O)N[C@@H](CC(C)C)C(=O)NCc2ccco2)cc1,3.0%,2.1,6.0%,/,-11.6%[7.66 µM],3.8%,-1.5%,2.3%,-8.9%,-0.2%,-2.7%
CC(N=Cc1cc([N+](=O)[O-])ccc1O)c1ccccc1 (configuration not stated),1.5%,-0.4,3.3%,-4.3%,1.2%,0.0%,-5.6%,5.5%,-4.9%,-0.4%,-8.0%
O=C(NCC(=O)N1CCN(C(=O)c2ccco2)CC1)c1ccc(Br)cc1,0.2%,-1.7,-18.6%,5.1%,11.9%,1.8%,0.3%,-18.2%,15.7%,-0.7%,-13.7%
CCN1CCN(c2ccc(S(=O)(=O)N3CCOCC3)cc2NC(=O)c2ccc(F)cc2Cl)CC1,3.0%,3.4,-4.7%,-3.2%,-13.5%,-0.8%,-3.9%,-8.9%,-4.2%,-1.8%,-4.8%
CC1CCC(C(C)C)C(OC(=O)C[n+]2cccc(C(N)=O)c2)C1 (configuration not stated),3.0%,2.8,10.9%,4.9%,-50.4%[inhibitor],-0.9%,0.9%,-3.3%,-8.1%,0.5%,0.3%

# Single records, from the list above:
# CN(C)c1ccc(CNC(=O)C2CCN(S(=O)(=O)c3ccc4c(c3)CCCC(=O)N4)CC2)cc1 reads S-ASM inh: 4.5%; TRPV1 ag: -1.7; p53 reactivator: -1.7%; uPA generation: 3.7%; a7 integrin act: 5.7%; USP2a inh: 0.1%; ELG1 genotox: -1.6%; BRCA1 expr up: -12.8%; Eya2 phos inh: 3.2%; B2AR arrestin: 0.4%; TSG101-PTAP inh: 1.0%
# O=C(NCC(=O)N1CCN(C(=O)c2ccco2)CC1)c1ccc(Br)cc1 reads S-ASM inh: 0.2%; TRPV1 ag: -1.7; p53 reactivator: -18.6%; uPA generation: 5.1%; a7 integrin act: 11.9%; USP2a inh: 1.8%; ELG1 genotox: 0.3%; BRCA1 expr up: -18.2%; Eya2 phos inh: 15.7%; B2AR arrestin: -0.7%; TSG101-PTAP inh: -13.7%

# (more compounds)
SMILES,S-ASM inh,TRPV1 ag,p53 reactivator,uPA generation,a7 integrin act,USP2a inh,ELG1 genotox,BRCA1 expr up,Eya2 phos inh,B2AR arrestin,TSG101-PTAP inh
O=C(NCCCN1CCOCC1)c1ccc([N+](=O)[O-])cc1[N+](=O)[O-],2.4%,-2.3,-2.3%,0.0%,-27.6%,4.3%,-10.3%,-19.0%,4.8%,-0.1%,0.3%
COCCN(C(=O)COC(=O)C1CCC(C(C)(C)C)CC1)c1c(N)n(Cc2ccccc2)c(=O)[nH]c1=O (configuration not stated),/,2.5,-4.0%,10µM*,-1.4%,-0.1%,-2.5%,-32.3%,-20.1%,-0.2%,0.0%
CC(C)(Oc1ccc(Cl)cc1)C(=O)Nc1ccc2oc(=O)ccc2c1,-6.6%,?,-12.3%,-0.6%,-25.5%,-1.7%,-3.2%,-28.7%,3.3%,-1.4%,/
CCc1nnc(NC(=O)CSc2ccc(-c3ccc(-n4cccn4)cc3)nn2)s1,1.4%,4.5,11.4%,-1.3%,27.7%,-3.6%,5.8µM*,10µM*,-1.3%,0.1%,-0.4%
NS(=O)(=O)c1ccc(Cl)c(C(=O)Nc2ccccc2[N+](=O)[O-])c1,1.3%,-3.6,0.9%,-1.4%,11.3%,2.0%,0.0%,-23.6%,-8.6%,-0.3%,-3.8%
CCCCNC(=O)c1cccc(C(=O)NCCCC)c1,0.8%,-0.2,0.4%,/,13.5%,3.2%,3.0%,-12.5%,7.1%,0.5%,-3.4%
CCC1CCCCN1CCCNC(=O)C1CCCN(c2nn3c(=O)cc(C)nc3s2)C1 (configuration not stated),4.2%,-2.8,0.7%,7.8%,2.5%,-0.3%,4.0%,0.0%,-22.5%,0.5%,-6.8%
Fc1ccccc1-c1cc2ccccc2cn1,4.8%,8.7,?,-7.5%,-24.1%,-3.6%,?,47.8%,-10.6%,0.9%,/
